Screening results deposited in PubChem by several laboratories.
GPR35 antagonists: GPR35 antagonists blocking zaprinast-driven arrestin recruitment, primary screen, imaging, U2OS, beta-arrestin-GFP, zaprinast agonist (AID 2058). U2OS GPR35 beta-arrestin-GFP translocation imaging, zaprinast antagonism; higher % means a stronger effect. inhibition, % at 10 µM, or IC50 in µM where a hit was titrated. 290,000 compounds, 0.052% hits;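 active means inhibition of at least 50% with at least 30 cells and total cytoplasm GFP at most 10,000,000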
KOR beta-arrestin-1: KOR agonists, beta-arrestin recruitment, primary screen, cell-based, luminescence, uHTS (AID 1777) | KOR beta-arrestin recruitment, luminescence; higher % means a stronger effect | activation, % at 10 µM, or EC50 in µM where a hit was titrated | 280,000 compounds, 0.02% hits; in the data active means activation above about 50%, passing the limit was not always enough; further: a part of the inactive calls stands beside numbers as strong as those of hits
GPR55 beta-arrestin: GPR55 agonists via beta-arrestin recruitment, primary screen, imaging, U2OS cells, beta-arrestin-GFP redistribution (AID 1961); one-dose activation, % at 10 µM; EC50 in µM for titrated hits; 290,000 compounds, 0.048% hits; U2OS GPR55 beta-arrestin-GFP redistribution imaging; higher % means a stronger effect;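 active means activation above 40% with more than 50 cells counted in the well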;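 further: U2OS osteosarcoma cells stably expressing GPR55 and beta-arrestin-GFP; plate controls were DMSO negative control for no effect and LPI positive control for full effect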
GPR55 antagonists: inhibition of LPI-stimulated GPR55 beta-arrestin translocation – imaging, U2OS, beta-arrestin-GFP, LPI agonist, primary screen (AID 2013) | U2OS GPR55 beta-arrestin-GFP translocation imaging, LPI antagonism; higher % means a stronger effect | inhibition, % at 10 µM; hits with a dose series show IC50 in µM | 290,000 compounds, 0.13% hits;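 active means spots per cell inhibited over 60%, with over 100 cells counted and total cytoplasm intensity under 500,000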;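 further: U2OS cells stably carrying GPR55 and arrestin-GFP stimulated by 5 µM LPI near EC80; imaged beta-arrestin-GFP aggregate spots per cell after agonist stimulation; plate controls were LPI-stimulated DMSO wells for no effect and DMSO wells without LPI for full effect; some results filed as inactive read as strong as hits; confirmed hits need IC50 under 10 µM and bright autofluorescent wells are also inconclusive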
NOD1 inhibition: inhibition of NOD1-driven NF-kB reporter – cell-based, luminescence, uHTS, primary screen (AID 1578) | NOD1-driven NF-kB luciferase reporter cells, luminescence; higher % means a stronger effect | inhibition, % at 4 µM, or EC50 in µM where a hit was titrated | 290,000 compounds, 1% hits; in the data active means inhibition mostly above about 36%, no sharp cut-off; inactive means mostly below about 34%;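 further: HEK-293T reporter cells stimulated with the NOD1 agonist gamma-tri-DAP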
Rac1 GTP hydrolysis: MgcRacGAP GTPase-activating activity inhibitors, confirmation, biochemical, ADP Hunter fluorescence. MgcRacGAP-stimulated Rac1 GTP hydrolysis, ADP Hunter fluorescence; higher % means a stronger effect; GST-tagged Rac1 F28L mutant substrate. 340,000 compounds, 0.6% hits. one-dose inhibition, % at 30 µM; IC50 in µM for titrated hits;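 active means first-screen hits whose inhibition reached a set limit at any dose in the follow-up dose series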;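 further: fluorescence reports GDP produced by GAP-driven GTP hydrolysis; strong numbers were not always called active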
NTR1 ag: NTR1-driven beta-arrestin-GFP spot formation – imaging, U2OS cells, high content, primary screen (AID 493036); activation, % at 20 µM; agonist mode; 330,000 compounds, 0.17% hits;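 active means activation at or above 40% of the spot to cytoplasm intensity ratio, with at least 20 cells analyzed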;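 further: 0% = DMSO without peptide and 100% = 100 nM NTR1 peptide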
Target sequence (P30989 whole entry, looked up): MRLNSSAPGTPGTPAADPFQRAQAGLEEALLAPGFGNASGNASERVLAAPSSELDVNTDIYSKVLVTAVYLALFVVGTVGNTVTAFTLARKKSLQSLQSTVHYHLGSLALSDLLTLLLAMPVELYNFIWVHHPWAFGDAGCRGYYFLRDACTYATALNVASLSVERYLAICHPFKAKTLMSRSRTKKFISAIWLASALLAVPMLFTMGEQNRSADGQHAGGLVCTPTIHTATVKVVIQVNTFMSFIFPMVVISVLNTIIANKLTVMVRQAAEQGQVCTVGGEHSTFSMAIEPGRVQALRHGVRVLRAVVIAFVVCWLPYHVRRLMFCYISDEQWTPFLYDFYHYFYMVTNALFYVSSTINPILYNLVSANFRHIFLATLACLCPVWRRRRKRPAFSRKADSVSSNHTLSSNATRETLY
UTI89 phage lysis: inhibition of K1F phage lysis, E. coli UTI89, bacterial capsule biogenesis inhibitors, alamar blue (AID 488966). 340,000 compounds, 0.02% hits. inhibition, % at 100 µM; hits with a dose series show IC50 in µM. E. coli UTI89 K1F phage lysis, alamar blue, 2 h; higher % means a stronger effect;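 active means phage lysis inhibition, versus mean bacterial control, above a set limit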;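 further: capsule biogenesis inhibitors block K1F phage lysis so surviving cells raise fluorescence; higher fluorescence means more inhibition of phage lysis; actives were called in the ten point dose series up to 300 µM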
KOR beta-arrestin-2: kappa opioid receptor blockers – cell-based, luminescence, uHTS (AID 1778). KOR beta-arrestin recruitment, luminescence, antagonist mode; higher % means a stronger effect. inhibition, % at 10 µM; hits with a dose series show IC50 in µM. 290,000 compounds, 0.091% hits; in the data active means inhibition above about 50%; further: strong numbers were not always called active
NTR1 ag cell count 20 µM: second read-out of NTR1 ag, no call of its own (marks repeat the call); cell count; measured here: cell count, cytotoxicity flag
An asterisk follows results filed as active; · = no result given; [ ] = dose if it differs, or a comment. Some of the compounds tested; the hit share may differ from the screen's.

SMILES	GPR35 antagonists	KOR beta-arrestin-1	GPR55 beta-arrestin	GPR55 antagonists	NOD1 inhibition	Rac1 GTP hydrolysis	NTR1 ag	NTR1 ag cell count 20 µM	UTI89 phage lysis	KOR beta-arrestin-2
Cc1ccc(CNC(=O)CCCc2nc3ccccc3s2)cc1	13%	1.9%	-0.2%	4%	-33%	-4%	-1.5	47	1.8%[50 µM]	-16%
N#Cc1cccc(C(=O)OCC(=O)NCc2ccco2)c1	-14%	0.5%	-0.1%	-4%	-11%	6%	1.0	63	0.2%	-22%
COc1ccc(C(=O)N2CCC(C(=O)N3CCN(c4ccc(OC)cc4)CC3)CC2)cc1	4%	-2.1%	0.0%	-5%	-14%	3%	0.2	41	0.1%	-28%
CCCCc1n[nH]c2c1/C(=N/OCC)CC(C)(C)C2	-13%	-0.4%	0.8%	-5%	-9%	·	2.2	54	·	-38%
Cc1ccc(/C=C/C(=O)OCC(=O)Nc2ccccc2Sc2ccccc2)cc1	-3%	15%	-0.2%	8%	51%	2%	13	39	0.6%	-23%
Cc1ccc(CSc2ccc(-c3ccco3)nn2)cc1	-9%	-0.8%	0.3%	6%	-35%	6%	0.1	33	0.3%	2%
Cc1nc(CCNS(=O)(=O)c2cccnc2)cs1	14%	7.5%	-0.3%	-13%	10%	4%	0.8	63	0.3%	5%
COc1ccc(NC(=O)CC2C(=O)NCCN2C(=O)c2ccc(N(C)C)cc2)cc1 (stereo not drawn)	3%	3.4%	0.0%	13%	-10%	·	1.4	44	·	-13%
CCCCn1c(SCc2c(C)noc2C)nc2cc(S(N)(=O)=O)ccc21	12%	2.5%	0.3%	16%	·	2%	0.5	53	1.2%	-8%
COc1ccc(C)cc1NC(=O)NC1CCCc2ccccc21 (stereo not drawn)	-10%	1.1%	0.0%	3%	-6%	-5%	4.1	39	0.4%	3%
O=C(CSc1nc2ccccc2c(=O)[nH]1)N1CCN(c2ccccc2)CC1	0%	-2.2%	0.4%	24%	21%	6%	-0.3	47	0.0%	22%
Cc1ccc(C(=O)N2CCN(c3ccccc3F)CC2)cc1NC1=NC2CS(=O)(=O)CC2S1 (stereo not drawn)	-10%	-1.3%	-0.1%	-2%	-18%	12%	0.5	64	0.2%	-48%
Cc1c(NC(=O)CSc2nc3ccccc3s2)c(=O)n(-c2ccccc2)n1C	-26%	-6.1%	-0.1%	-18%	-17%	0%	-1.0	57	-0.3%	-9%
O=C(CN1C(=O)C(=O)N(C2CCCC2)C1=O)Nc1ccc(N2CCOCC2)cc1	-14%	1.0%	0.5%	4%	-29%	3%	0.9	49	0.1%	3%
CN(C)CCCNC(=S)NCc1ccc(Cl)cc1	-7%	5.5%	-0.3%	10%	-21%	-7%	2.6	52	-0.4%	-34%
O=C(c1ccc2nccnc2c1)N1CCN(c2ccccc2)CC1	-10%	0.1%	-0.1%	15%	-40%	11%	0.7	55	-1.1%[50 µM]	-5%
Cc1ccc(CCNC(=O)c2cc(C)nn2-c2ccccc2)cc1	-8%	6.5%	-0.3%	2%	-12%	3%	-0.5	74	0.7%	27%
COCCNc1nc(C)cc(-c2cc(-c3ccc(Cl)cc3)on2)n1	-3%	-0.6%	-0.2%	6%	-4%	5%	2.6	92	1.8%	21%
COc1ccc(NC(=O)CSc2nnc(-c3ccncc3)n2C)cc1	-1%	-3.8%	-0.3%	1%	-5%	2%	-1.0	32	-1.2%	19%
Cc1nc([N+](=O)[O-])c(Br)n1CC(=O)c1cccc([N+](=O)[O-])c1	6%	-5.3%	-0.4%	19%	1%	6%	·	·	-0.6%	11%
Cc1ccccc1C(N)c1ccncc1 (stereo not drawn)	6%	2.9%	-0.3%	-12%	-36%	0%	-0.3	50	0.6%	-13%[20 µM]
O=C(O)CCCC(=O)Nc1cc([N+](=O)[O-])ccc1O	13%	-4.0%	-0.3%	-8%	-34%	13%	1.7	51	-0.9%	-5%
CCn1c(NCc2cc(OC)c(OC)c(OC)c2)nc2ccccc21	4%	1.5%	-0.1%	7%	-9%	12%	0.3	60	0.0%	-11%
CC(=O)OCC1=C(C(=O)O)N2C(=O)C(NC(=O)Cn3nc(C(F)F)c(Cl)c3C)C2SC1 (stereo not drawn)	-3%	4.1%	-0.3%	5%	-15%	10%	1.3	33	0.3%	-6%
O=C1CC(c2ccccc2)CC(O)=C1C=NCCN1CCOCC1 (stereo not drawn)	6%	-5.3%	-0.1%	9%	-11%	5%	-0.9	56	-0.2%	8%
CCC(=O)Nc1nnc(-c2ccccn2)o1	-20%	-3.5%	-0.2%	7%	-17%	0%	-0.2	40	-0.5%	-4%
CC(=O)Oc1c(-c2ccc(Br)o2)oc2ccccc2c1=O	2%	-2.0%	-0.1%	-1%	16%	15%	5.1	78	0.7%	-3%
COc1ccccc1NC(=O)C1CCN(S(=O)(=O)c2ccc3c(c2)NC(=O)C(C)S3)CC1 (stereo not drawn)	6%	0.9%	-0.2%	-3%	-26%	-30%	6.4	46	-0.3%	-4%
COc1cc(OC)cc(C(=O)N[C@H](C(=O)OCC(=O)Nc2ccc(C(C)C)cc2)C(C)C)c1	15%	-4.1%	0.4%	6%	-19%	3%	0.7	83	-0.3%	-34%
Cc1nn(C(C)C(=O)N2CCCC2)c(=O)c2nn(-c3ccccc3)c(C)c12 (stereo not drawn)	10%	5.0%	0.0%	-16%	27%	8%	-0.4	64	0.7%	-52%
CNc1oc(-c2ccc(Cl)cc2)nc1P(=O)(c1ccccc1)c1ccccc1	-12%	1.7%	0.2%	-3%	24%	4%	11	84	-0.2%	-9%
COc1cccc(CNC(=O)c2ccc(CS(=O)Cc3ccc(C)cc3)o2)c1 (stereo not drawn)	0%	0.3%	0.1%	0%	-4%	9%	1.0	72	0.4%	-24%
COc1cccc(/C=N/NC(=O)CCCc2ccc(OC)c(C)c2)c1	12%	5.5%	2.0%	6%	-39%	5%	3.5	37	0.2%	-10%
N#C/C(=N\Nc1ccc(Cl)cc1)C(N)=S	11%	6.8%	0.0%	3%	-4%	22%	4.0	49	0.6%	-4%
COc1cc(/C=C(\NC(=O)c2ccccc2)C(=O)Nc2cccc(O)c2)c([N+](=O)[O-])cc1OC	2%	-1.7%	-0.1%	32%	4%	4%	1.1	23	0.0%	-4%
CCCCn1nnnc1SCC(=O)N1CCN(C(=O)c2ccco2)CC1	-10%	1.9%	-0.1%	10%	-4%	10%	-0.7	69	0.5%	6%
CC(=O)c1cc2cc(O)ccc2o1	-4%	-4.6%	-0.1%	0%	-13%	9%	-0.1	80	-0.4%	18%
Cc1cc(C)n(C(C)CC(=O)Nc2ccc3c(c2)OCCO3)n1 (stereo not drawn)	-4%	-0.2%	-0.3%	-4%	-15%	13%	-0.8	53	0.2%	-26%
Cn1nc(C(=O)NC(C)(C)C)c2ccccc21	-6%	3.0%	0.2%	8%	-18%	-7%	3.7	54	-0.6%[50 µM]	-2%
CCOC(=O)CSC1=C(C#N)C(c2ccccc2C)C2=C(CCCC2=O)N1 (stereo not drawn)	1%	-0.2%	-0.1%	-3%	-13%	4%	1.7	74	-2.3%	-16%

Single records, as listed above.
CC(=O)c1cc2cc(O)ccc2o1 as listed: GPR35 antagonists = -4%; KOR beta-arrestin-1 = -4.6%; GPR55 beta-arrestin = -0.1%; GPR55 antagonists = 0%; NOD1 inhibition = -13%; Rac1 GTP hydrolysis = 9%; NTR1 ag = -0.1; NTR1 ag cell count 20 µM = 80; UTI89 phage lysis = -0.4%; KOR beta-arrestin-2 = 18%
O=C(O)CCCC(=O)Nc1cc([N+](=O)[O-])ccc1O as listed: GPR35 antagonists = 13%; KOR beta-arrestin-1 = -4.0%; GPR55 beta-arrestin = -0.3%; GPR55 antagonists = -8%; NOD1 inhibition = -34%; Rac1 GTP hydrolysis = 13%; NTR1 ag = 1.7; NTR1 ag cell count 20 µM = 51; UTI89 phage lysis = -0.9%; KOR beta-arrestin-2 = -5%

(listing goes on)
SMILES	GPR35 antagonists	KOR beta-arrestin-1	GPR55 beta-arrestin	GPR55 antagonists	NOD1 inhibition	Rac1 GTP hydrolysis	NTR1 ag	NTR1 ag cell count 20 µM	UTI89 phage lysis	KOR beta-arrestin-2
O=C(c1cc(-c2ccccc2)on1)N1CCc2ccccc2C1	0%	·	0.3%	0%	6%	5%	0.0	69	0.5%	-40%[20 µM]
CCCOc1ccc(-c2c(C(=O)N/N=C(\C)COc3ccccc3)nnn2-c2nonc2N)cc1	2%	1.8%	-0.2%	-1%	2%	-1%	1.0	60	0.0%	-15%
O=C(NCc1ccc(Cl)cc1)c1ccc2nc[nH]c2c1	-4%	6.8%	-0.3%	12%	-19%	1%	·	·	0.3%	-21%
O=C1CSC(c2ccccn2)N1c1cccc(Cl)c1 (stereo not drawn)	1%	1.6%	-0.1%	3%	-10%	1%	1.2	78	-0.2%	38%
O=S(=O)(Nc1cccc(CCc2ccccn2)c1)c1ccc(Cl)cc1	2%	3.2%	0.3%	-6%	-4%	3%	2.4	43	-0.4%	12%
CC(CNc1ccccc1O)C(=O)O (stereo not drawn)	6%	-5.5%	0.2%	-5%	-10%	-1%	0.1	35	-2.3%	6%
OCCC1CN(Cc2cccn2-c2nccs2)CCN1CCc1ccccc1 (stereo not drawn)	-9%	-2.5%	-0.2%	11%	4%	10%	0.4	48	0.0%	-4%
COc1cccc(N2CCN(C3OC(=O)c4ccccc43)CC2)c1 (stereo not drawn)	0%	-4.6%	0.0%	18%	1%	11%	-0.4	53	1.8%	18%
Cc1cccc(-n2c(Cc3cc(=O)[nH]c(=O)[nH]3)nnc2SCC(=O)N2CCc3ccccc32)c1	-10%	0.4%	0.2%	-1%	-2%	6%	2.0	53	0.1%	-3%
Cc1ccc(-c2[nH]c(-c3ccc(Cl)cc3)nc2SCC(=O)NCC2CCCO2)cc1 (stereo not drawn)	2%	-1.5%	-0.3%	15%	-10%	9%	-0.3	54	-0.2%	14%
COc1cccc(NC(=O)Nc2nnc(N3C(C)CCCC3C)s2)c1 (stereo not drawn)	9%	1.8%	0.3%	3%	-10%	-6%	5.7	53	-1.3%[50 µM]	-13%
CSCCC(NC(=O)COc1ccccc1)C(=O)N1CCCCC1 (stereo not drawn)	2%	-1.8%	0.0%	18%	-32%	7%	0.2	63	-0.3%[50 µM]	-6%
CCC1(C(=O)c2ccccc2)C(c2ccc([N+](=O)[O-])cc2)C1(C(=O)OC)C(=O)OC (stereo not drawn)	17%	2.3%	0.4%	13%	-5%	7%	-1.0	55	4.0%	13%
